High-throughput results deposited in PubChem by National Center for Advancing Translational Sciences (NCATS).
aSyn tox rescue – rescues yeast growth from alpha-synuclein toxicity | S. cerevisiae alpha-synuclein toxicity rescue, BacTiter-Glo growth, 24 h | actives 0.02% (n = 94,000) | Potency, µM (highest dose often 46.1 µM), for inactives: top-dose growth rescue (activation), actives largely listed as activators; active = well fitted activation curve with a large enough effect; inconclusive = small, poorly fitted or top-dose-only effect; also: 0% is about no effect
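Growth restoration measured by BacTiter-Glo luminescence after 24 hr at 30 deg C; alpha-synuclein yeast, raffinose-pregrown to mid-log, were added at OD600=0.02 in galactose medium onto pinned compounds.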
* = called active by the depositor. Potency is read from the fitted curve at half-maximal effect. These rows are one share of the data; rates above refer to the full screens.

The first two entries, to show the layout:
`CCc1ccccc1NC(=O)Cn1c(=O)n(CCCCCC(=O)NCc2ccc(C)cc2)c(=O)c2sccc21` gave aSyn tox rescue -3%.
CCc1ccccc1NC(=O)Nc1c(C)n(C)n(-c2ccccc2)c1=O was read as aSyn tox rescue 5%.

The listing (from the top)
`CCc1ccccc1NC(=O)Cn1c(=O)n(CCCCCC(=O)NCc2ccc(C)cc2)c(=O)c2sccc21` gave aSyn tox rescue -3%.
CCc1ccccc1NC(=O)Nc1c(C)n(C)n(-c2ccccc2)c1=O was read as aSyn tox rescue 5%.
Screening CCN(CC)C(=O)CSc1nc2cc3c(cc2c(=O)n1CCCCCC(=O)NCCc1ccc(OC)c(OC)c1)OCO3 returned aSyn tox rescue 5%.
`CCOC(=O)C1CCCN(c2ncnc3c2nnn3C)C1` (stereo not given) gave aSyn tox rescue -18%.
`CCN(CC)S(=O)(=O)c1cccc(-c2n[nH]c(=S)n2C(C)COC)c1` (stereo not given) gave aSyn tox rescue 8%.
`CCOc1ccc(C(=O)c2c(N)c(-c3nc(-c4ccc5c(c4)OCO5)cs3)c3ccccn23)cc1` gave aSyn tox rescue -3%.
`O=C(Nc1cc(S(=O)(=O)N2CCCCC2)ccc1N1CCCCC1)C1CC1` gave aSyn tox rescue -3%.
`C[C@H]1CCCCO[C@H](CN(C)Cc2ccncc2)[C@@H](C)CN([C@@H](C)CO)C(=O)c2cc(NS(=O)(=O)c3ccccc3)ccc2O1` gave aSyn tox rescue 9%.
Screening CNS(=O)(=O)c1cccc(C(=O)OCC(=O)Nc2ccccc2F)c1 returned aSyn tox rescue -8%.
`Cc1cccc(NC(=O)C2CCN(S(=O)(=O)c3ccc4c(c3)OCCCO4)CC2)n1` gave aSyn tox rescue -4%.
Cc1ccc(C)c(N2CCN(c3nc4ccc(C(=O)c5ccccc5)cc4n4cnnc34)CC2)c1 was read as aSyn tox rescue 8%.
`CC1CCN(C(=O)c2ccc(CSc3nc4ccncc4n3Cc3ccc(F)cc3)cc2)CC1` gave aSyn tox rescue -12%.
For CS(=O)(=O)c1ncc(Cl)c(C(=O)Nc2c(C(=O)Nc3ccccc3)oc3ccccc23)n1 the results were aSyn tox rescue 6%.
Screening O=C1CC(c2ccc(Cl)cc2)Sc2nc(-c3ccc(F)cc3)nn21 (stereo not given) returned aSyn tox rescue -4%.
For COc1ccc(C(c2sc3ncnn3c2O)N2CCN(c3ccccc3F)CC2)cc1OC (stereo not given) the results were aSyn tox rescue 10%.
CCc1nnc(NC(=O)CSc2sc3c(O)cc(=O)[nH]c3c2C#N)s1 was read as aSyn tox rescue 4%.
Screening COc1ccc(Nc2cc(C(=O)NCCCN(C)C3CCCCC3)c3ccccc3n2)c(OC)c1 returned aSyn tox rescue 3%.
`CCOc1ccccc1CNC(=O)C1CCN(S(=O)(=O)c2c(C)noc2/C=C/c2ccc(C)cc2)CC1` gave aSyn tox rescue -2%.
For Cc1ccccc1OCC(=O)Nc1nnc(-c2ccncc2)s1 the results were aSyn tox rescue -12%.
Screening CC(C)c1ccc(-c2noc(SCC(=O)N3CCCCC3)n2)cc1 returned aSyn tox rescue 2%.
`CCn1cc(C(=O)NCCCN(C)c2ccccc2)c(=O)c2cc(S(=O)(=O)N(C)C)ccc21` gave aSyn tox rescue 4%.
CC(=O)Nc1ccc(S(=O)(=O)Nc2nc3ccccc3nc2Nc2cccc(O)c2)cc1 was read as aSyn tox rescue -3%.
`O=c1cc(CSc2ccc(Cl)cc2)nc(-c2ccccn2)[nH]1` gave aSyn tox rescue inconclusive.
Cc1ccc(NC(=O)CCn2c(=O)c3cccn3c3ccccc32)cc1Cl was read as aSyn tox rescue -6%.
COc1ccc(OC)c(CN2CCN(CCc3ccccc3)C(CCO)C2)c1 (stereo not given) was read as aSyn tox rescue 12%.
`COc1ccc(NC(=O)C2CCN(C(=O)Cc3ccccc3)CC2)c(OC)c1` gave aSyn tox rescue -2%.
CCCn1c(=S)[nH]c2cc(C(=O)N3CCN(c4ccccc4)CC3)ccc2c1=O was read as aSyn tox rescue 8%.
For Oc1ccc(Cl)cc1CNn1cnnc1 the results were aSyn tox rescue 9%.
`O=C(Nc1ccc2c(c1)CCCN2C(=O)c1cccs1)c1c(F)cccc1F` gave aSyn tox rescue -10%.
Screening O=C(CSc1nc(=O)[nH]c2c1CCC2)NCc1ccccc1Cl returned aSyn tox rescue 0%.
For CCN(C(=O)c1cc2c(s1)-c1c(C)cccc1OC2)c1cc(C)ccc1C the results were aSyn tox rescue 8%.
Screening Cc1ccc(NC(=O)Cn2nnc3sc4c(c3c2=O)CCCC4)c(C)c1 returned aSyn tox rescue -2%.
For CC(C)c1nc(SCC(=O)N2CCOCC2)c2c(=O)n(C)c(=O)n(C)c2n1 the results were aSyn tox rescue 6%.
For CC(C)CNC(=O)Nc1cc(C(=O)NCc2ccc(C(C)C)cc2)ccc1N1CCCC1 the results were aSyn tox rescue 4%.
CC1(c2ccccc2Cl)NC(=O)N(CC(=O)c2ccc3c(c2)OCO3)C1=O (stereo not given) was read as aSyn tox rescue 2%.
Screening COC(=O)c1ccc2c(=O)n3nc(Nc4cc(OC)ccc4OC)sc3nc2c1 returned aSyn tox rescue -9%.
Cc1ccc(CN2CCSc3ccc(C(=O)N4CCN(c5ccccc5)CC4)cc32)cc1 was read as aSyn tox rescue 16%.
Cc1ccc(CS(=O)(=O)c2cn(CC(=O)N(C)c3ccccc3)c3ccccc23)cc1 was read as aSyn tox rescue 1%.
Screening COc1ccc(Cc2noc(CN(C)CC3CCN(Cc4ccccc4)CC3)n2)cc1OC returned aSyn tox rescue -4%.
`Cc1nc(C(=O)NNC(=O)c2ccccc2)c(C(F)(F)F)o1` gave aSyn tox rescue 5%.

Reprinted from the part before: seven compounds, then new ones.
For CC(C)CNC(=O)Nc1cc(C(=O)NCc2ccc(C(C)C)cc2)ccc1N1CCCC1 the results were aSyn tox rescue 4%.
CC1(c2ccccc2Cl)NC(=O)N(CC(=O)c2ccc3c(c2)OCO3)C1=O (stereo not given) was read as aSyn tox rescue 2%.
Screening COC(=O)c1ccc2c(=O)n3nc(Nc4cc(OC)ccc4OC)sc3nc2c1 returned aSyn tox rescue -9%.
Cc1ccc(CN2CCSc3ccc(C(=O)N4CCN(c5ccccc5)CC4)cc32)cc1 was read as aSyn tox rescue 16%.
Cc1ccc(CS(=O)(=O)c2cn(CC(=O)N(C)c3ccccc3)c3ccccc23)cc1 was read as aSyn tox rescue 1%.
Screening COc1ccc(Cc2noc(CN(C)CC3CCN(Cc4ccccc4)CC3)n2)cc1OC returned aSyn tox rescue -4%.
`Cc1nc(C(=O)NNC(=O)c2ccccc2)c(C(F)(F)F)o1` gave aSyn tox rescue 5%.
CCCOc1ccc(NC(=O)CC2C(=O)N(c3ccccc3)C(=O)N2Cc2ccc(F)cc2)cc1 (stereo not given) was read as aSyn tox rescue 4%.
Screening COC(=O)c1ccccc1NC(=O)Cn1ncc2c(C)n(Cc3ccc(F)cc3)c(C)c2c1=O returned aSyn tox rescue -2%.
For COc1ccc(C(CNC(=O)c2ccc(NS(=O)(=O)c3ccc(F)c(C)c3)cc2)N(C)C)cc1 (stereo not given) the results were aSyn tox rescue 4%.
For CNS(=O)(=O)c1cccc(C(=O)OCc2cc(C(C)=O)ccc2OC)c1 the results were aSyn tox rescue 0%.
`Cc1cc(-c2ccc(C)c(S(=O)(=O)N(C)c3ccc(C)c(C)c3)c2)on1` gave aSyn tox rescue inconclusive.
Screening C[C@@H]1CN([C@@H](C)CO)C(=O)CCCn2nncc2CO[C@@H]1CN(C)S(=O)(=O)c1ccc2ccccc2c1 returned aSyn tox rescue 3%.
Screening Cc1ccccc1C(=O)OC1OC(=O)C(Cl)=C1Nc1ccccc1 (stereo not given) returned aSyn tox rescue 0%.
Screening Nc1c(-c2nc(-c3ccccc3)no2)nnn1CC(=O)Nc1cccc(F)c1 returned aSyn tox rescue -10%.
`COc1ccc(N2CCN(C(=O)C(CC(C)C)NS(=O)(=O)c3ccc4nc(C)sc4c3)CC2)cc1` (stereo not given) gave aSyn tox rescue 1%.
For COc1ccc(-c2nc3c(c(SCC(=O)N(C)c4ccccc4)n2)Cc2cc(C)ccc2O3)cc1 the results were aSyn tox rescue 0%.
`CNC(=O)c1ccc2c(c1)N(Cc1cc(C)ccc1C)C(=O)c1ccccc1S2` gave aSyn tox rescue 4%.
For COc1ccc(-c2nc3c4ccccc4ccn3c2CN2CCOCC2)cc1OC the results were aSyn tox rescue 7%.
Cc1ccccc1OCCCn1c(-c2ccc(Cl)cc2)nc2ccccc2c1=O was read as aSyn tox rescue -7%.
For CCc1ccccc1NC(c1nnc(-c2cccc(F)c2)o1)c1ccc(F)cc1Cl (stereo not given) the results were aSyn tox rescue 6%.
`O=C(c1ccccn1)C1CCCN(Cc2nc(Cc3cccc(F)c3)no2)C1` (stereo not given) gave aSyn tox rescue -2%.
Screening COc1ccc(/C=C(/C#N)c2nc(-c3cc4ccccc4oc3=O)cs2)cc1 returned aSyn tox rescue -2%.
`Cc1cc(Nc2ccccc2C)c2cccc(C)c2n1` gave aSyn tox rescue 3%.
Screening CCN(CC)C(=O)C1=C(C)N(CCCN2CCCC2=O)C(=O)C(CC(=O)NC(c2ccccc2)c2ccccc2)C1 (stereo not given) returned aSyn tox rescue 10%.
For Cc1ccccc1CSc1nc2c([nH]c3ccccc32)c(=O)n1-c1ccccc1 the results were aSyn tox rescue 7%.
Screening CCc1ccccc1NC(=O)Cn1c(=O)n(Cc2ccc(OC)cc2)c(=O)c2oc3ccccc3c21 returned aSyn tox rescue -5%.
COc1ccccc1N1CCN(S(=O)(=O)CCNC(=O)C2CC(=O)N(c3ccccc3)C2)CC1 (stereo not given) was read as aSyn tox rescue 2%.
`Cc1ccc(C(=O)N/C(=C\c2ccc3c(c2)OCO3)C(=O)Nc2ccc(C(=O)O)cc2)cc1` gave aSyn tox rescue 0%.
For CSc1cccc(NC(=O)c2cccc(N3CCCS3(=O)=O)c2)c1 the results were aSyn tox rescue 4%.
CC(=O)Nc1nc(C(=O)O)cs1 was read as aSyn tox rescue -6%.
Screening O=C(Nc1ccn(CCCN2CCN(Cc3ccc(F)cc3)CC2)c(=O)n1)OCc1ccccc1 returned aSyn tox rescue -2%.
Screening Cc1ccc(NC(=O)COc2nsnc2N2CCOCC2)cc1Cl returned aSyn tox rescue -7%.
For Cc1oc(-c2cccs2)nc1CS(=O)CC(=O)NCc1ccc2c(c1)OCO2 (stereo not given) the results were aSyn tox rescue -2%.
For Cc1ccccc1Nc1cc(C(=O)NCCCN2CCN(c3cccc(Cl)c3)CC2)c2ccccc2n1 the results were aSyn tox rescue 1%.
Screening CCN(CC)c1ccc(NC(=O)Cn2nc(C)n3cccc3c2=O)c(C)c1 returned aSyn tox rescue -4%.
For O=C(COc1ncnc2sccc12)N1CCN(c2ccccc2)CC1 the results were aSyn tox rescue 17%.
`COc1ccc(CNC(=O)C(=O)NCC2CCCN2S(=O)(=O)c2ccccc2)cc1` (stereo not given) gave aSyn tox rescue -4%.
O=S(=O)(NCCc1c[nH]c2ccccc12)c1ccc(F)cc1 was read as aSyn tox rescue 3%.
CCCCN1C(=O)C(=O)N(CC(=O)Nc2sc(C)c(CC)c2C(=O)OCC)C1=O was read as aSyn tox rescue 12%.
Screening COc1cccc(S(=O)(=O)N(C)C[C@H]2OCc3cn(nn3)CCCC(=O)N([C@H](C)CO)C[C@@H]2C)c1 returned aSyn tox rescue 1%.
For CC(C)OCCCNC(=O)c1cc(S(=O)(=O)N2CCc3ccccc32)cn1C the results were aSyn tox rescue 7%.
CCOC(=O)c1ccc(S(=O)(=O)N(CCO)Cc2cc3cc(OC)c(OC)cc3[nH]c2=O)cc1 was read as aSyn tox rescue 1%.
`CN(CCCNC(=O)c1cc2c(Cl)nc3ccccc3c2s1)Cc1ccccc1` gave aSyn tox rescue inconclusive.
For COc1ccc(C)cc1S(=O)(=O)NCc1ccccn1 the results were aSyn tox rescue 0%.
`COc1ccc(NC(=O)COc2cc(C)cc(C)c2)cc1S(=O)(=O)N1CCCCC1` gave aSyn tox rescue 1%.
Screening Cc1c(C(=O)Nc2cccc(C(F)(F)F)c2)sc2nc[nH]c(=O)c12 returned aSyn tox rescue -2%.
Screening CCCS(=O)(=O)Nc1cccc(-c2cn3ccsc3n2)c1 returned aSyn tox rescue -12%.
For COc1cccc(NC(=O)C2(S(=O)(=O)c3ccc(Cl)cc3)CC2)c1 the results were aSyn tox rescue 10%.
Screening Cc1c(-c2ccnc3cc(C(=O)O)nn23)cnn1C returned aSyn tox rescue 4%.
`CCOc1ccc(CCNC(=O)c2cc3n(n2)CCCN(Cc2ccc(C)cc2)C3=O)cc1OCC` gave aSyn tox rescue -7%.
Cc1ccc(-c2n[nH]c3c2C(c2cccs2)N(c2ccc(Cl)cc2)C3=O)cc1 (stereo not given) was read as aSyn tox rescue -20%.
CCc1ccccc1NC(=O)N1CCN(Cc2nc3ccc(C)cc3o2)CC1 was read as aSyn tox rescue 0%.
Cc1cc(C)n2nc(C(=O)OCC(=O)N(C)Cc3ccccc3)nc2n1 was read as aSyn tox rescue 3%.
Screening Cc1ccc(-n2c(=O)[nH]c3cc(C(=O)NCCc4ccccc4)ccc3c2=O)cc1 returned aSyn tox rescue 1%.
COc1ccc(C(=O)Nc2cc(-c3nc4ncccc4o3)ccc2C)cc1Br was read as aSyn tox rescue 2%.
Screening COCCN(CCOC)C(=O)c1cc2c(=O)n3ccccc3nc2n1C returned aSyn tox rescue 2%.
O=c1c(S(=O)(=O)c2ccccc2)cn(Cc2ccc(F)cc2)c2cc(N3CCOCC3)c(F)cc12 was read as aSyn tox rescue -7%.
